Bioassay records deposited in PubChem by National Center for Advancing Translational Sciences (NCATS).
RGS4 inhibitor: inhibitors of human regulator of G protein signaling 4; P49798; Transcreener GDP fluorescence polarization, RGS4-accelerated GTP hydrolysis; Potency, µM (titrated, usually from 114 µM), without a hit: at the highest dose activity change, negative = inhibition, usual class: inhibitors; actives 0.039% (n = 390,000); further: potency means the concentration at half of the fitted maximal effect; on the % scale 0 is the no-effect control and ±100 the full control effect; nearly all actives have a fitted effect of over 75% in size; some results filed as inactive show a strong effect at the top dose
Target sequence (P49798 whole entry, looked up): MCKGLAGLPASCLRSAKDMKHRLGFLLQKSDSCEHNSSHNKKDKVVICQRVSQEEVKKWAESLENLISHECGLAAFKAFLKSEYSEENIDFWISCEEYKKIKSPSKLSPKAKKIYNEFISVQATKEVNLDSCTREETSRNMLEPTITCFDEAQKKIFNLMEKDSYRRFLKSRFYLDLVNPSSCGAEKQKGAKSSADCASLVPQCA
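MLSMR compounds (23 nl, pin-transferred) preincubated 10 min at room temperature with a 500nM (2x) first reagent, then RGS4 at 900nM (2x) plus Transcreener GDP mix added; fluorescence polarization (620/688 nm) read before and after 90 min at 30 °C.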
D2 agonist: D2 dopamine receptor (human) agonism; HEK293 T-REx D2 cells, calcium flux agonist mode; activation, % at 2 µM; actives 0.53% (n = 340,000); AID 485358;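 active means activation over 3 SD above normal in the single-dose calcium agonist read, cut at about 30% in these data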; further: 0% is about no effect
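Tetracycline-induced HEK293 Trex cells with D2 receptor force-coupled to calcium signaling, plated overnight at 30 C and loaded with no-wash calcium dye. Calcium flux read kinetically for 180 s after compound addition; responses flag agonists.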
Vif-A3G inh: inhibitors of Vif-APOBEC3G interaction. Q9HC16. HeLa A3G-eYFP + Vif (tagged APOBEC3G with the HIV-1 protein that degrades it), YFP fluorescence, overnight. actives 0.076% (n = 410,000). Potency, µM (top dose mostly 46.1 µM), inactives show at the highest dose activity, negative = active, hits mostly inhibitors;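 further: potency means the concentration at half of the fitted maximal effect; on the % scale 0 is the no-effect control and ±100 the full control effect; nearly all actives have a fitted effect of over 60% in size; hits raise eYFP signal because A3G escapes Vif-driven loss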
Target sequence (Q9HC16 whole entry, looked up): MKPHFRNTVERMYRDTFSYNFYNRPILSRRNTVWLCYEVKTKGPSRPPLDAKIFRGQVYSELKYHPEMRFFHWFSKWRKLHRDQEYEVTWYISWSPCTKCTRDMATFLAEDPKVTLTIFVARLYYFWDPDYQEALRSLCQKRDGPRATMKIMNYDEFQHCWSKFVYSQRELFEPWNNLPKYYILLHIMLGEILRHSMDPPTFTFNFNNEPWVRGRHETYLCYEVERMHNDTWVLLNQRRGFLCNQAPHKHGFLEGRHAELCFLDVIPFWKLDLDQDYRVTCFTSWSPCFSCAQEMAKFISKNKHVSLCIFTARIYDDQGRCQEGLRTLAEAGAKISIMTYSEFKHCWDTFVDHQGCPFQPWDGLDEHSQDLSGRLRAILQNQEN
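Read-out is eYFP fluorescence (Ex 488/Em 500-530) from Vif-expressing HeLa A3G-eYFP cells; more signal means A3G escaped Vif-mediated degradation. Cells plated overnight, compound pinned in, incubated overnight at 37 deg C.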
Vif-APOBEC3F blk: Vif-A3F binding inhibition | HeLa A3F-eYFP + Vif (tagged APOBEC3F with the HIV-1 protein that degrades it), YFP fluorescence increase | Potency, µM (series often up to 46.1 µM), for inactives: top-dose activity, negative = active | actives 0.2% (n = 390,000) | AID 602313; further: potency means the concentration at half of the fitted maximal effect; % of control where 0% means no effect; nearly all actives have a fitted effect of over 65% in size
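HeLa cells stably expressing A3F-eYFP plus Vif, plated and incubated overnight at 37 deg C, then exposed to compounds overnight at 37 deg C. Blocked degradation read as raised yellow fluorescence (Ex 488/Em 500-530).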
D2 antag: antagonists of human D2 dopamine receptor; P14416; HEK293 TREx D2 cells, calcium flux, dopamine EC80; inhibition, % at 10 µM; actives 2% (n = 340,000); AID 485344; in the data active means inhibition above about 30%; further: 0% is about no effect
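Antagonism is scored as inhibition of an EC80 dopamine-evoked calcium signal in a force-coupled, tetracycline-inducible HEK293 T-REx D2 line, with compound present 180 s before agonist.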
ALOX12 inh: ALOX12 (human) lipoxygenase inhibition; P18054; purified 12hLO, xylenol orange hydroperoxide absorbance; Potency, µM (doses to about 108 µM), for the others: at the top dose activity change, negative = inhibition, usual class: inhibitors; actives 1.1% (n = 580,000); AID 1671190; further: potency means the concentration at half of the fitted maximal effect; on the % scale 0 is the no-effect control and ±100 the full control effect
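Purified human 12hLO (150 nM final) in 25 mM Hepes, 0.01% Triton X-100, pH 7.0 was preincubated 15 min at room temperature with compound. Then 40 uM arachidonic acid was added, 30 min. Hydroperoxide was read by Fe-XO absorbance ratio 573/405 nm.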
ERG-DNA inh: inhibitors of human ERG Ets domain-DNA interaction; P11308; fluorescence polarization, His-ERG Ets domain / labelled DNA; actives 0.028% (n = 370,000); Potency, µM (top dose mostly 76.9 µM), inactives show at the top dose FP activity, negative = inhibition, most hits filed as inhibitors; active means well fitted inhibition curve with a large enough effect in the polarisation, with a control signal flat; inconclusive means small, poorly fitted or top-dose-only effect, or effect the other way, or a change in a side signal; inactive means no such curve, though single readings can be large or run the other way; the % refers to the polarisation;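 further: polarization taken with two DNA probes labelled with fluorescein and Texas red; potency means the concentration at half of the fitted maximal effect; % of control where 0% means no effect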
Target sequence (P11308 whole entry, looked up, the tested form may be a part): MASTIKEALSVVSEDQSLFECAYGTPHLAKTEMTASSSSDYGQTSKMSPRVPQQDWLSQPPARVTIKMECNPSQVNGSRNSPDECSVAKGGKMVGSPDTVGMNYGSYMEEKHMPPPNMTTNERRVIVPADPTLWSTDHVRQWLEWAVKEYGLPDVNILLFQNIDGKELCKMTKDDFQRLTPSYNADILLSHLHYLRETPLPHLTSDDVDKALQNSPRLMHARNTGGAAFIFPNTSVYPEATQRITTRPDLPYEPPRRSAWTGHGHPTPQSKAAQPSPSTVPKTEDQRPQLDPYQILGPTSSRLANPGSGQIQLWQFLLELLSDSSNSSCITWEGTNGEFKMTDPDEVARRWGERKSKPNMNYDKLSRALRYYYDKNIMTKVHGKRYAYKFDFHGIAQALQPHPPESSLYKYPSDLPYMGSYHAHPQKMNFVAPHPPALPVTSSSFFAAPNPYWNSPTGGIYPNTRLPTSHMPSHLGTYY
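His-tagged ERG Ets domain (1 uM in the protein solution; 300mM KCl, 50mM Tris-HCl, 1mM EDTA, 1mM DTT, pH 7.5) received compound, then a probe mix of 5 nM fluorescein-DNA and 100nM Texas-615-DNA. Fluorescence polarization was read for both dyes.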
GRP78 ERSR act: ER stress response induction in glioma; U87-MG GRP78 promoter luciferase reporter, 16 h; Potency, µM, without a hit: at the top dose activation, actives largely listed as activators; actives 0.02% (n = 420,000); AID 602332; further: potency means the concentration at half of the fitted maximal effect; series mostly up to about 76 µM; % of control where 0% means no effect; nearly all actives have a fitted effect of over 35% in size
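Stably transfected U87-MG human glioma cells carrying a GRP78-based luminescent sensor were seeded at 1000 cells/well, pin-dosed with compounds and incubated 16 h. Luciferase reagent was then added, and end-point luminescence was read after 10 min at room temperature.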
LDHA inh: blocks human lactate dehydrogenase A. purified LDHA, NADH/diaphorase-resazurin fluorescence; active compounds read low. actives 0.15% (n = 480,000). P00338. activity change, % (values are at about 110 or 230 µM). AID 1347041; in the data active means activity change below about -30%; inconclusive means mostly about -25% to -30%;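 further: plate controls were DMSO wells for no effect and wells without enzyme for full effect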
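Human LDH5 at 2 nM final in Tris HCl pH 7.4 with 0.06 mM NADH and 0.2 mM pyruvate, reacted 5 minutes at room temperature. Remaining NADH coupled via diaphorase/resazurin; resorufin fluorescence read at 0 and 20 minutes, normalized to enzyme-free and DMSO wells.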
* hit, by the source's call; ? = inconclusive; nt = no result given; & = joins results of further samples; [ ] = remark or other dose. Unless noted, the call rests on the fitted dose curve; in most records, active means well fitted curve in the direction sought with a large enough effect; inconclusive means small, poorly fitted or top-dose-only effect, or another doubt; inactive means no such curve, though single readings can be large; an effect the other way counts as inactive or inconclusive. Some of the compounds tested. The share of hits here may be higher or lower than overall.

SMILES	RGS4 inhibitor	D2 agonist	Vif-A3G inh	Vif-APOBEC3F blk	D2 antag	ALOX12 inh	ERG-DNA inh	GRP78 ERSR act	LDHA inh
CN(C(=O)c1cccc(NC(=O)Cc2ccc(NC(=O)C3CCCN(C(=O)C4CC4)C3)cc2)c1)C1CCCCC1 (configuration not stated)	-1%	nt	2%	0%	nt	?	10%	0%	-7
CN(C(=O)CN1C(=O)S/C(=C\c2ccc(Cl)cc2)C1=O)C1CCS(=O)(=O)C1 (configuration not stated)	6%[56.9 µM]	-0.1	3%	-25%	2	3%	1%	5%	-2
CCCCN(CCCC)S(=O)(=O)c1ccc(NC(=O)Cc2cccs2)cc1	-24%	0.3	3%	0%	9	?	-3%	-7%	-8
Cn1cc(Br)c(C(=O)NC(=S)N2CCN(c3ccccn3)CC2)n1	-20%	9.3	-4%	-6%	-6	3%	-5%	-3%	-4
O=C(c1ccccc1Cl)N1CCSCC1	6%	0.3	1%	-15%	1	0%	4%	-2%	-1
O=C(O)CCCCCCCCCCP(=O)(c1ccccc1)c1ccccc1	17%	0.2	-4%	5%	-1	28%	-5%	-2%	-10
COc1cccc(NC(=O)Nc2cc(C)ccc2OC)c1	-2%	0.6	0%	9%	-13	27%	15%	4%	-4
CCNC(=S)Nc1ccc(OCC)cc1	30%	0.3	0%	-7%	-25	-21%	-16%	0%	-9
CCCOC1CCCN(C(=O)c2cc(COc3c(F)cccc3F)on2)C1 (configuration not stated)	8%	1.4	-1%	-3%	-11	167%[activator]	5%	9%	-1
Cc1nc2ccccc2n1CC(=O)NC1CCCCCC1	12%	0.8	0%	5%	7	-4%	7%	-2%	-3
CCOC(=O)/C=C/[C@H]1CC2(CCO1)SCCCS2	-4%	-0.5	-4%	0%	-2	-47%	9%	-1%	1
COc1cc(C)ccc1OC(C)C(=O)Nc1ccc(N2CCCCC2)cc1 (configuration not stated)	4%	nt	-1%	-8%	nt	73%	0%	-3%	-8
O=C(O)C1CCCCN1S(=O)(=O)c1ccccc1 (configuration not stated)	26%	0.1	-1%	-7%	-4	0%	-6%	-3%	-6
OCc1cn(-c2ccccc2)nc1-c1cccnc1	1%	0.3	6%	1%	-13	479%[activator]	-1%	0%	-5
O=C(CCC(=O)c1ccc(Cl)cc1)OCC(=O)c1ccccc1	3%[11.4 µM]	0.9	-1%	1%	-18	0%	0%	-3%	-2
CC(C)(C)[C@H]1C=C(C(=O)NCc2nc3ccccc3[nH]2)O[C@@H](OCc2ccc(CO)cc2)C1	-18%	nt	-1%	3%	nt	7%	4%	-2%	6
C=CCNC(=O)/C(=C\C=C\c1ccccc1)NC(=O)c1ccccc1Cl	-7%	-0.3	-4%	10%	-10	-22%	-3%	-5%	-4
COc1ccc(OC)c(/C=N/n2c(-c3n[nH]c4c3CCC4)n[nH]c2=S)c1	-26%	-0.5	-3%	9%	-11	?	1%	-3%	-8
COc1ccc(C2c3[nH]c4ccc(OC)cc4c3CCN2C(=O)Nc2ccccc2)cc1 (configuration not stated)	18%	1.0	-5%	1%	nt	-13%	3%	1%	3
CCn1c(=O)cc(OCC(=O)Nc2ccccc2C#N)c2ccccc21	0%	-0.3	0%	-13%	3	451%[activator]	?	-5%	1
COc1ccc(OC)c(CCNC(=O)c2ccc(NC3=NC4CS(=O)(=O)CC4S3)cc2)c1 (configuration not stated)	3%	0.0	-3%	0%	34*	22%	4%	-6%	1
CCn1nc(C)cc1C(=O)N1CCCC(N2CCN(c3ccccc3OC)CC2)C1 (configuration not stated)	-16%	nt	1%	-11%	nt	399%[activator]	6%	-2%	3
CCOC(=O)c1c(NC(=O)COC(=O)CNC(=O)c2ccc(Cl)cc2Cl)sc(C(=O)N(C)C)c1C	-41%	-1.1	0%	0%	9	?	4%	-4%	0
CCCCC(=O)Nc1ccc(NC(=S)NC(=O)CCCCl)cc1OC	5%	-0.2	-3%	-13%	15	0%	-4%	-4%	-4
Cc1c(NC(=O)c2cc3ccccc3oc2=O)c(=O)n(-c2ccccc2)n1C	11%	0.0	0%	-3%	8	4%	nt	1%	2

Two compounds from above, showing only RGS4 inhibitor and ERG-DNA inh:
smiles	RGS4 inhibitor	ERG-DNA inh
CCn1nc(C)cc1C(=O)N1CCCC(N2CCN(c3ccccc3OC)CC2)C1 (configuration not stated)	-16%	6%
CCCCC(=O)Nc1ccc(NC(=S)NC(=O)CCCCl)cc1OC	5%	-4%

(further entries)
SMILES	RGS4 inhibitor	D2 agonist	Vif-A3G inh	Vif-APOBEC3F blk	D2 antag	ALOX12 inh	ERG-DNA inh	GRP78 ERSR act	LDHA inh
COc1ccc(S(=O)(=O)N(CC(=O)NCC2CCCO2)c2ccc(F)cc2)cc1OC (configuration not stated)	13%	0.6	-4%	-6%	3	0%	8%	-2%	-2
CC(=O)N1CC(C)Oc2ccc(S(=O)(=O)NC(CC(=O)O)c3ccccc3)cc21 (configuration not stated)	6%	-0.2	-5%	-10%	-1	1%	5%	-4%	-20
Cc1ccc(C(=O)COC(=O)CCN2C(=O)C3C4CCC(C4)C3C2=O)cc1[N+](=O)[O-] (configuration not stated)	25%	-0.7	-1%	3%	4	141%[activator]	13%	4%	-4
CC(C)c1nc2ccc(C(=O)NCc3ccc(F)cc3)cc2o1	8%	-0.2	-2%	6%	nt	-17%	-1%	-1%	-1
COc1ccc(NC(=O)/C(C#N)=C\c2cc(C)n(-c3ccc4c(c3)OCO4)c2C)cc1	2%	0.3	-46%	?	-7	-15%	-1%	0%	-1
COc1ccc(CN2C(=O)CCC2(C)C(=O)NC2CCCCCC2)cc1 (configuration not stated)	9%	-1.0	-1%	1%	2	?	-6%	-2%	-6
CC(=O)N1c2ccc(S(=O)(=O)N3CCC(C(=O)N4CCC(C)CC4)CC3)cc2CC1C (configuration not stated)	-1%	1.3	2%	-9%	23	-10%	-13%	-3%	1
CN(C)c1ccc(/C=C2/NC(=O)NC2=O)cc1	-31%	0.6	-11%	0%	-26	2%	4%	4%	4
COc1cc(OC)c2cc(C(=O)N/N=C/c3ccccc3O)[nH]c2c1	29%	0.5	?	-9%	9	24%	1%	3%	1
O=C(NCc1ccccc1)C1=C[C@@H](C2CC2)C[C@@H](OCc2ccc(CO)cc2)O1	12%	0.1	-1%	4%	-1	52%[activator]	1%	3%	0
COc1cc(-c2c(-c3ccsc3)sc3ccccc23)cc(OC)c1OC	5%	-0.5	-8%	-5%	-12	0%	8%	-3%	1
COc1cc(OC)c(N(C)C(=O)c2cn(C)c(=O)c3cc(OC)c(OC)cc23)cc1Cl	10%&9%	1.2&0.3	0%&0%	2%&3%	-6	7%&-9%	1%&-1%	0%&0%	0&2
COc1ccc(C(=O)OCC(=O)Nc2nc3c(F)c(F)c(F)cc3s2)cc1OC	-17%	0.5	-1%	8%	5	-2%	-3%	-3%	-8
COC(=O)C(Sc1nc(C)cc(C)c1C#N)c1ccccc1 (configuration not stated)	-6%	0.4	-1%	-15%	3	-10%	nt	-1%	-3
CC1(C)CC(=O)C2=C(C1)N(CC1CCCO1)C(=O)C2(NC(=O)c1cccnc1)C(F)(F)F (configuration not stated)	44%	0.5	5%	-7%	6	-7%	4%	0%	-12
Cc1ccccc1NC(=O)NC1CCCCCCC1	25%	-1.9	-3%	-16%	-15	3%	-5%	10%	-3
CC(=O)NC(Cc1c[nH]c2ccccc12)C(=O)OCC(=O)N1CCN(S(=O)(=O)c2ccc(Cl)cc2)CC1 (configuration not stated)	-14%	nt	-5%	-5%	nt	-5%	16%	-4%	2
COc1ccc(C2C(=O)N(C3CCCCC3)CC(=O)N2CC2COc3ccccc3O2)cc1 (configuration not stated)	-25%	0.5	-2%	0%	-11	-21%	-7%	1%	0
CC(=O)Nc1ccc(S(=O)(=O)NC2(C(F)(F)F)NC(=O)N(c3ccccc3F)C2=O)cc1 (configuration not stated)	8%&-2%	-0.2&1.5	1%&2%	2%&11%	-7	-12%&-3%	-8%&2%	-3%&-2%	-2&-6

Arranged by molar mass (smallest number first): five of the compounds above.
SMILES	RGS4 inhibitor	D2 agonist	Vif-A3G inh	Vif-APOBEC3F blk	D2 antag	ALOX12 inh	ERG-DNA inh	GRP78 ERSR act	LDHA inh
Cc1ccccc1NC(=O)NC1CCCCCCC1	25%	-1.9	-3%	-16%	-15	3%	-5%	10%	-3
COC(=O)C(Sc1nc(C)cc(C)c1C#N)c1ccccc1 (configuration not stated)	-6%	0.4	-1%	-15%	3	-10%	nt	-1%	-3
COc1ccc(CN2C(=O)CCC2(C)C(=O)NC2CCCCCC2)cc1 (configuration not stated)	9%	-1.0	-1%	1%	2	?	-6%	-2%	-6
COc1ccc(C(=O)OCC(=O)Nc2nc3c(F)c(F)c(F)cc3s2)cc1OC	-17%	0.5	-1%	8%	5	-2%	-3%	-3%	-8
CC(=O)N1c2ccc(S(=O)(=O)N3CCC(C(=O)N4CCC(C)CC4)CC3)cc2CC1C (configuration not stated)	-1%	1.3	2%	-9%	23	-10%	-13%	-3%	1
